Bioassay records deposited in PubChem by several laboratories.
CYP2C9 act – human CYP2C9 activators, primary screen, biochemical, luminescence | Cytochrome P450 2C9 (Homo sapiens), P11712 | recombinant CYP2C9, luciferin-H conversion; stronger effect = higher value; factor 1 = untreated enzyme, 0 = blocked | activation factor at 5 µM | hit rate 1.4% among 96,000;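 active = activation factor of 2 or more for CYP2C9 at a 5 µM dose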;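 also: 0 = sulfaphenazole-blocked wells and 1 = vehicle-only wells; values of inactives mirror those of a sister screen read the other way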
Target sequence (P11712 whole entry, looked up): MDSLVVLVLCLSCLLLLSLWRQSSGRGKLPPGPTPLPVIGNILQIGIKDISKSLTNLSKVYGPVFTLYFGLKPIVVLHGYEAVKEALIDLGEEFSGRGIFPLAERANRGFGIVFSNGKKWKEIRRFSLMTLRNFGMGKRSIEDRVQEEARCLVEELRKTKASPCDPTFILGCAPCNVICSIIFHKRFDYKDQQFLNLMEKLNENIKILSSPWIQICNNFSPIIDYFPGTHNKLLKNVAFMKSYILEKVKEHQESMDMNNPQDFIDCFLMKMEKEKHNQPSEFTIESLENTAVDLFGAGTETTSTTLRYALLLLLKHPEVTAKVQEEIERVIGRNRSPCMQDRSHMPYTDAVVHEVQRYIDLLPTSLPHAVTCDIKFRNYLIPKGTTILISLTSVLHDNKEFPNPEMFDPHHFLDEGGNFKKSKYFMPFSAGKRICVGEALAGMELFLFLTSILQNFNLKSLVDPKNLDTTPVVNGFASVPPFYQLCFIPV
PLAP act – PLAP enzyme activators, biochemical, luminescence, HTS; activation fold at 20 µM; hit rate 1.2% among 96,000; Alkaline phosphatase, placental type (Homo sapiens), P05187; purified PLAP enzyme, luminescent substrate read-out; stronger effect = higher value; in the data active = activation fold above about 2
EphB4 antag – EphB4-ephrin-B2 interaction antagonists, primary screen, biochemical, TNYL-RAW peptide probe, fluorescence polarization; Ephrin type-B receptor 4 (Homo sapiens), P54760; EphB4 LBD / TNYL-RAW-Alexa532 peptide; inhibition, % at 7 µM; hit rate 0.15% among 97,000; AID 720, 2007;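 active = inhibition above the screen-wide mean inhibition plus 3 SD, cut at about 15% in these data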;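 also: 0% = DMSO wells and 100% = excess unlabeled TNYL-RAW peptide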
CYP2C19 inh – blockers of cytochrome P450 2C19 activity – biochemical, luminescence, ADME assay, primary screen; P33261; CYP2C19 Supersomes, luciferin-H EGE luminescence, 30 min; inhibition, % at 5 µM; hit rate 21% among 96,000; AID 778, 2007;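 active = CYP2C19 inhibition above a set limit at 5 µM in the primary screen, cut at about 50% in these data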;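 also: plate controls were negative control wells for no effect and 2.5 mM tranylcypromine positive control for full effect; values of inactives mirror those of a sister screen read the other way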
Rev-RRE block – HIV-1 Rev-RRE binding inhibitors, primary screen, biochemical, FRET, protein-RNA interaction | P05866 | Rev peptide-RRE RNA binding | inhibition, % at 8 µM | hit rate 0.79% among 97,000 | AID 704, 2007;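 active = inhibition above the screen-wide mean plus 3 SD, cut at about 35% in these data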;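 also: 0% = median DMSO wells and 100% = median Neomycin B control wells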
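Material: labelled RRE RNA duplex and labelled Rev peptide / Buffer or medium: HEPES pH 7.5 salt buffer with EDTA / Compound dosing: single point, 8 µM final nominal compound concentration / Benchmarks: DMSO low control, neomycin B high control / Timing: 5 min preincubation and 15 min binding, 25 °C / Technique: FRET fluorescence readout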
CYP2C19 activ – human CYP2C19 activators, primary screen, biochemical, luminescence. recombinant CYP2C19, luciferin-H EGE luminescence; stronger effect = higher value; 0 = fully inhibited enzyme, 1 = untreated enzyme. activation factor at 5 µM. 96,000 tested, under 10 active. AID 1025, 2008;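 active = activation factor of at least 2 at 5 µM in the primary screen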;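 also: 0 = wells with 2.5 mM tranylcypromine and 1 = vehicle-only wells; values of inactives mirror those of a sister screen read the other way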
CYP2C9 inhib – blockers of cytochrome P450 2C9 activity – biochemical, luminescence, ADME assay, primary screen; hit rate 20% among 96,000; P11712; CYP2C9 Supersomes, luciferin-H conversion; inhibition, % at 5 µM; AID 777, 2007;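 active = blocking of liver enzyme CYP2C9 beyond about 50% at 5 µM, limit read from the data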; also: values of inactives mirror those of a sister screen read the other way
PLK1 PBD inh – Plk1 polo box domain binding inhibitors, primary screen, biochemical, fluorescence polarization; Serine/threonine-protein kinase PLK1 (Homo sapiens), P53350; Plk1 PBD phosphopeptide binding; inhibition, %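 (tested at about 20 µM)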; hit rate 0.13% among 97,000; in the data active = inhibition above about 34%, passing the limit was not always enough
Target sequence (P53350 whole entry, looked up, the tested form may be a part): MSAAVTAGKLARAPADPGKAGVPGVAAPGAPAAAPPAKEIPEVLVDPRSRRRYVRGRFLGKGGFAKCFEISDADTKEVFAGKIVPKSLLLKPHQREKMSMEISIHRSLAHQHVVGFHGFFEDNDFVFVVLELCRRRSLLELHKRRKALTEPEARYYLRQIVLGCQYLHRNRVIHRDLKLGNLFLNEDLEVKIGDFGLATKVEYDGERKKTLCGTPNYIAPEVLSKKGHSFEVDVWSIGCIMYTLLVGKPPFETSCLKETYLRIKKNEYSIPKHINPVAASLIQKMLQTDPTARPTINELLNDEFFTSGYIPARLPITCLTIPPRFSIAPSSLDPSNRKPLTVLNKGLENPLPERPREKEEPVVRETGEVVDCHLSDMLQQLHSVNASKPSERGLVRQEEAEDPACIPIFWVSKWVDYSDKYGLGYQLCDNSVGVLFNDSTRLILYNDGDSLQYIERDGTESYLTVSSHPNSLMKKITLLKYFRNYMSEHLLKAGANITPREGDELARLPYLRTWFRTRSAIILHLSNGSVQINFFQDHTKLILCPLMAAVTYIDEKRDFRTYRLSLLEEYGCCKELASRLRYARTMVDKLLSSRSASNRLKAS
PLK1 inh – human PLK1 kinase inhibitors, primary screen, biochemical, TR-FRET; recombinant PLK1 kinase, TR-FRET peptide phosphorylation; inhibition, % at 10 µM; hit rate 0.53% among 97,000;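 active = inhibition of 50% or more in the single-concentration screen; inactive = inhibition below 50%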;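 also: 0% = DMSO max control and 100% = H-89 dihydrochloride min control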
Active calls of the source: *; x = no result given; [ ] = another dose, or the depositor's remark.

SMILES	CYP2C9 act	PLAP act	EphB4 antag	CYP2C19 inh	Rev-RRE block	CYP2C19 activ	CYP2C9 inhib	PLK1 PBD inh	PLK1 inh
O=C(O)C(CCCCN1C(=O)c2ccccc2C1=O)N1C(=O)c2ccccc2C1=O (stereo unspecified)	0.7	1.4	8	2	4	1	35	-2	-9
O=C(CCn1ccc2ccccc21)Nc1ccc(N2CCOCC2)cc1	0.7	1.2	3	55*	8	0.4	28	-12	-14
Cn1cccc1Cc1nnc(SCC(=O)NCc2ccco2)n1-c1ccc(F)cc1	0.9	1.2	-3	75*	-4	0.2	8	1	12
O=C(CSc1ncnc2c1oc1ccccc12)N1CCCc2ccccc21	0.7	1.4	-1	24	2	0.8	35	-2	-9
CCOc1ccc(-c2noc(CCC(=O)O)n2)cc1	1.1	0.9	-1	0	8	1	-13	24	-4
O=C1CC(c2ccccc2)n2nc(N3C(=O)CCC3=O)nc2N1 (stereo unspecified)	1	0.9	-17	-8	2	1.1	1	-15	5
CC1(C(=O)NC2CCCCCCC2)CCC(=O)N1Cc1cccnc1 (stereo unspecified)	0.8	1.1	2	14	0	0.9	16	-1	-11
COc1ccc(CN(CC(=O)NCC2CCCO2)C(=O)CNS(=O)(=O)c2ccc(C)cc2)cc1 (stereo unspecified)	x	x	-3	x	3	x	x	18	-4
CSc1nc(-c2ccco2)nn1S(=O)(=O)c1ccccc1	2.1*	1	8	83*	6	0.2	-115	9	-8
O=C(Nc1cccc2ncccc12)C(Cl)(Cl)Cl	0.5	1.1	4	7	2	0.9	50	-9	-7
O=S(=O)(NCCc1ccncc1)c1ccc(Br)cc1	0	0.8	-4	100*	1	0	98*	-15	1
Cc1cc(OCc2nc(-c3cccs3)no2)cc(C)c1Cl	0.5	0.4	-10	50*	18	0.5	48	17	-12
O=C(CNC(=O)OCc1ccccc1)NCC(=O)N1CCCC1C(=O)OCc1ccccc1 (stereo unspecified)	0.9	1.2	4	0	0	1	5	5	-3
COc1ccc(N(CC(=O)NCc2ccco2)S(C)(=O)=O)cc1	0.8	1.1	-5	46	2	0.5	19	17	-5
O=C(c1ccccc1)c1cc(-c2ccccc2)on1	1.1	0.9	2	51*	7	0.5	-13	31	-9
CN(C(=O)c1cnccn1)c1nnc(-c2cnccn2)s1	1.1	1	-3	-12	2	1.1	-10	-5	-9
O=C(Nc1nnc(SCc2ccccc2)s1)c1cc2c(s1)CCCC2	0.6	1.3	1	22	9	0.8	38	-13	-37
O=C(Nc1ccc(Cl)cn1)c1cc(S(=O)(=O)N2CCCCC2)ccc1Cl	1.2	1.2	9	-24	7	1.2	-20	12	-2
COc1ccc(-c2nn(C)c3sc(C(=O)NCc4ccco4)cc23)cc1OC	1	0.8	x	-7	x	1.1	2	x	x
Cc1ccc(OCC(=O)N2CCN(C3=NS(=O)(=O)c4ccccc43)CC2)cc1	1.1	0.9	-4	-9	6	1.1	-12	-28	-12
COc1cccc(-c2csc(N3CCN(Cc4ccccc4)CC3)n2)c1	0.8	1.6	x	13	x	0.9	24	x	x
CCc1nc(Nc2ccccc2)c2oc3ccccc3c2n1	0.8	0.9	0	30	8	0.7	22	-21	-12
Cc1cc2nc(-c3ccc(SCC(=O)N4CCc5ccccc54)nc3)[nH]c2cc1C	0.7	1.2	-2	16	4	0.8	27	-4	-25
CNC(=O)/C=C1\NC(C)(C)Cc2ccccc21	1	0.9	6	10	7	0.9	4	-1	-2
CN(C)C(CNS(=O)(=O)c1ccc(Cl)cc1)c1cccnc1 (stereo unspecified)	0.8	1	2	52*	3	0.5	16	6	-6
CCn1c(SCC(=O)N2CCCC2)nnc1-c1ccc(N)cc1	x	x	-4	x	1	x	x	-9	-10
CCCc1c(O)nc(SCC(=O)NCCc2ccc(OC)c(OC)c2)[nH]c1=O	1.1	1	-2	10	6	0.9	-14	6	-5
O=C(CN1CCN(Cc2ccccc2)CC1)N1CCCc2c1c(=O)oc1ccc(O)cc21	1	1.1	0	10	13	0.9	-5	-8	5
COC(=O)c1cc(Br)c(=O)n(CCN(C(C)C)C(C)C)c1	0.9	1.2	3	31	3	0.7	12	-11	-6
O=C(NCc1ccccc1)C1CCCN1S(=O)(=O)c1cccc2cccnc12 (stereo unspecified)	1.8	1	-6	30	-2	0.7	-80	-8	3
CCOc1ccc(C2C(C(=O)C3CC3)N3C=C(C#N)C=CC3C2(C#N)C#N)cc1 (stereo unspecified)	0.7	1.1	-4	6	48*	0.9	33	-9	-4
COc1ccc(N2CCN(CC(=O)Nc3cc(C)on3)CC2)cc1	0.9	1.3	0	-8	5	1.1	8	33	-13
Cc1c[n+]([O-])n(-c2ccc(C(=O)O)cc2)n1	0.9	0.8	x	-4	x	1	13	x	x
O=c1c(Cl)c(NCCO)ncn1-c1ccccc1	x	x	0	x	11	x	x	-5	2
CC1(C)CC(=O)c2cc(OCC(=O)NCCCN3CCN(c4ccc(F)cc4)CC3)ccc2O1	0.9	1.4	-4	8	11	0.9	14	-22	-11
O=C1CC(c2ccccc2)CC(O)=C1C=NCc1ccccc1Cl (stereo unspecified)	0.9	0.9	-1	22	12	0.8	7	35	-9
Cc1cc(=O)oc2cc(OCc3nnc(-c4ccccc4Br)o3)ccc12	1.2	0.9	4	24	13	0.8	-16	-3	-3
COC(=O)C(Cc1ccc(OC(=O)c2ccc(Cl)cc2)cc1)N1Cc2ccccc2C1=O (stereo unspecified)	0.7	1.3	2	23	-7	0.8	35	-10	-14
COc1ccc(N2CCN(C(=O)c3cccc(N4C(=O)C5CC=CC(C)C5C4=O)c3)CC2)cc1 (stereo unspecified)	x	x	-8	x	-1	x	x	4	-3
CCOC(=O)Cc1cc(=O)n2[nH]c(C)cc2n1	1.1	0.8	3	-7	5	1.1	-6	-21	-11
CCOC(=O)c1cnc2cc(C)nn2c1C	0.8	1.1	1	26	10	0.7	17	-6	-4
COC(=O)c1cn(C(=O)c2ccco2)c2ccccc12	0.8	1	-10	-3	3	1	17	20	-10
CCCn1c(C2CC(=O)N(c3ccc(C)cc3)C2)nc2ccccc21 (stereo unspecified)	0.6	1.1	-7	2	1	1	44	21	-12
CCOC(=O)c1sc2nc(CC(=O)OC)nc(NCCN(CC)CC)c2c1C	1	1.8	-8	-9	9	1.1	0	-30	-3
O=C(NNc1nc2ccccc2s1)c1ccccc1F	0.8	2.3*	9	30	4	0.7	25	1	-8
COC(CNC(=O)c1cc(C)nn1-c1ccccc1)OC	0.9	1	5	6	12	0.9	7	11	-8
CC(C)[C@H](NC(=O)NCc1ccc(Cl)cc1)C(=O)O	1.1	1.1	2	-8	7	1.1	-7	0	-15
Cc1nc2ccc(Br)cn2c(=O)c1Cl	0.8	1.1	-1	10	5	0.9	17	-7	4
CCOC(=O)N1CCC(N2C(=O)c3ccccc3C2Nc2cc(Cl)c(OC)cc2OC)CC1 (stereo unspecified)	0.4	1.5	-4	30	-5	0.7	60*	0	-14
CCOC(=O)C(NC(=O)c1cccnc1)(Nc1cccc(C)n1)C(F)(F)F (stereo unspecified)	0.9	1	5	15	6	0.8	7	-14	-7
COc1ccc(/C=N/NC(=O)c2nonc2C)cc1	0.7	0.9	-4	80*	3	0.2	27	-8	-6
Cc1c(NC(=S)/C=C2\N(C)c3ccccc3C2(C)C)c(=O)n(-c2ccccc2)n1C	1.9	1.2	9	65*	-2	0.4	-93	10	-4
CCCCNC(=S)NC(=O)c1ccc([N+](=O)[O-])cc1	0.6	1	2	26	1	0.7	40	13	-4
O=C(c1coc(=O)c(Br)c1)N1CCCc2ccccc21	0.7	1.2	-11	8	7	0.9	26	0	-8
C=CCCCCCCCCC(=O)NNC1=CC(=O)CC(C)(C)C1	0.5	1.2	-5	28	-2	0.7	51*	-4	-11
CC(=O)Nc1cc(C(C)(C)C)c(O)c(C(C)(C)C)c1	0.1	1.4	-8	22	8	0.8	88*	-11	-4
O=C(COc1ccc(Cl)cc1)NCc1nnc(SCC(=O)Nc2ccccc2)o1	2*	1	-2	17	6	0.8	-96	12	-5
CCCNC(=O)NS(=O)(=O)c1cnccc1Sc1ccc(Cl)cc1	0.6	1.2	11	1	8	1	36	-9	-9
O=C(c1cnc(N2CCN(c3ncccn3)CC2)c2ccccc12)N1CCN(c2ccccn2)CC1	0.2	1.2	0	68*	3	0.3	80*	-20	7
Cc1cccc(NCc2nc(SCC(N)=O)n[nH]2)c1	1	1.5	-10	30	1	0.7	3	8	-10

CYP2C9 inhib, entries above that show a hit
SMILES	CYP2C9 act	PLAP act	EphB4 antag	CYP2C19 inh	Rev-RRE block	CYP2C19 activ	CYP2C9 inhib	PLK1 PBD inh	PLK1 inh
O=S(=O)(NCCc1ccncc1)c1ccc(Br)cc1	0	0.8	-4	100*	1	0	98*	-15	1
CCOC(=O)N1CCC(N2C(=O)c3ccccc3C2Nc2cc(Cl)c(OC)cc2OC)CC1 (stereo unspecified)	0.4	1.5	-4	30	-5	0.7	60*	0	-14
C=CCCCCCCCCC(=O)NNC1=CC(=O)CC(C)(C)C1	0.5	1.2	-5	28	-2	0.7	51*	-4	-11
CC(=O)Nc1cc(C(C)(C)C)c(O)c(C(C)(C)C)c1	0.1	1.4	-8	22	8	0.8	88*	-11	-4
O=C(c1cnc(N2CCN(c3ncccn3)CC2)c2ccccc12)N1CCN(c2ccccn2)CC1	0.2	1.2	0	68*	3	0.3	80*	-20	7

Other entries.
SMILES	CYP2C9 act	PLAP act	EphB4 antag	CYP2C19 inh	Rev-RRE block	CYP2C19 activ	CYP2C9 inhib	PLK1 PBD inh	PLK1 inh
CC(O)c1n(C)c(Cl)c[n+]1C (stereo unspecified)	1.2	0.9	-3	-3	-2	1	-21	24	-3
CCOC(=O)c1oc2ccccc2c1CN1CCN(c2ccccc2)CC1	0.5	1.5	-2	52*	2	0.5	48	8	2
CCn1c(=S)sc2c(=O)n(-c3ccccc3)c(SC)nc21	0.6	0.9	7	48	7	0.5	39	-4	2
Cc1ccccc1NC(=O)C1Cc2ccccc2C(=O)O1 (stereo unspecified)	0.8	1	9	71*	3	0.3	16	-15	-7
CCN(CC)c1ccc(C=Nc2ccc(N(C)C)cc2)c(O)c1	1.7	1.4	2	14	81*[fluorescence artefact?]	0.9	-69	-40	-8
OCCN1CCN(CC(O)COCc2ccc3c(c2)OCO3)CC1 (stereo unspecified)	x	x	-3	x	3	x	x	7	-9
CC1=C(C)C(=O)N(c2ccccn2)C1=O	0.9	1.8	-8	2	6	1	12	13	-16
NC(=O)c1nc(N2CCOCC2)nc(N2CCOCC2)n1	0.9	1	-4	12	-1	0.9	14	-6	-6
Cc1cc(C)c(-c2cc(C(F)(F)F)no2)c(=O)[nH]1	x	x	2	x	1	x	x	8	-1
CCOC(=O)N1CCC(NC(=O)c2cc(S(=O)(=O)N3CCCC3)cn2C)CC1	0.6	1.3	2	16	2	0.8	40	-29	-18
CCOc1ccc(-c2cc(NC(=O)Cn3ncc4c3-c3ccccc3OC4)on2)cc1OCC	1.1	1.5	-6	65*	4	0.3	-14	14	49
COCc1cc(=O)[nH]c(Nc2nc(C)c3ccccc3n2)n1	0.7	x	-9	8	17	0.9	31	-8	0
